# IL1B NFkB pot: enhancers of NFkB p65 translocation in HUVEC – imaging, IL-1B stimulus, high-content imaging, primary screen. HUVEC IL-1B NFkB p65 nuclear translocation imaging. activation, % at 2 µM. hit rate 0.3% among 94,000;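 active = activation above 40%, about the mean plus 3 SD, also judged a hit on visual image review; inconclusive = activation above 40% but not a hit on visual review; inactive = activation not above 40% and no visual hit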;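 also: percent activation is computed from the nuclear over cytoplasmic p65 intensity ratio; values of inactives mirror those of a sister screen read the other way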
# PLAP inhibitors HTS: PLAP enzyme inhibitors, biochemical, luminescence, HTS (AID 690); Alkaline phosphatase, placental type (Homo sapiens); purified PLAP, luminescent substrate; higher % means a stronger effect; inhibition, % at 20 µM, or IC50 in µM where a hit was titrated; hit rate 0.08% among 96,000; in the data active = a potency from the dose series; inactive = the rest, 99 in 100 with inhibition below about 30%; also: strong numbers were not always called active
# MRP reversal: reversal of MRP1-mediated doxorubicin resistance, primary screen, H69AR cells, doxorubicin co-treatment | hit rate 0.04% among 85,000 | H69AR cells + 2 uM doxorubicin, CellTiter-Glo, 72 h | differential viability (reversal), % at 10 µM;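 active = viability drop by adding the cancer drug above about 55%, with treated viability meeting a 40% cutoff, limit read from the data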;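 also: viability without doxorubicin minus viability with 2 µM doxorubicin for each compound; larger differential means the compound sensitizes cells more to doxorubicin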
# Bcl-B TR3 displacers: displacers of TR3 peptide from Bcl-B, primary screen, selectivity assay for Bfl-1 inhibitor project, biochemical, fluorescence polarization; hit rate 0.11% among 96,000; Bcl-2-like protein 10 (Homo sapiens); FP displacement of FITC-TR3 peptide from Bcl-B; higher % means a stronger effect; AID 748, 2007; one-dose displacement, % at 20 µM; IC50 in µM for titrated hits;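 active = displacement above 50% at 20 µM plus a fluorescence interference ratio under 1.5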;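 also: plate controls were wells without compound for no effect and wells lacking Bcl-B protein for full effect; a part of the inactive calls stands beside numbers as strong as those of hits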
# NFkB transloc inh: inhibitors of IL-1B driven NFkB p65 nuclear import, primary screen, imaging, HUVEC, IL-1B stimulus, high-content imaging; HUVEC IL-1B NFkB p65 nuclear translocation imaging; inhibition, % at 2 µM; hit rate 0.43% among 94,000; AID 796, 2007;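 active = inhibition above about 30% together with a positive call from visual inspection of the well image, limit read from the data; inconclusive = inhibition above a set limit but visual check negative; inactive = inhibition not above a set limit, visual check negative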;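 also: nuclear over cytoplasmic p65 intensity ratio measured by imaging; 0% = IL-1B stimulated DMSO wells and 100% = unstimulated DMSO wells; values of inactives mirror those of a sister screen read the other way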
# MRP reversal cytotoxicity: recorded beside MRP reversal, whose call it bears; viability, %; H69AR cells, CellTiter-Glo, 72 h; measured here: cytotoxicity without doxorubicin
# MRP reversal with doxorubicin: second read-out of MRP reversal, no call of its own (marks repeat the call); viability, %; measured here: viability with 2 uM doxorubicin; stronger effect = lower value
# NFkB transloc inh cell count 2 µM: further read-out of NFkB transloc inh, marked with its call; cell count; measured here: cells passing quality filter;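 raw number of nuclei counted in each imaged well without normalization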
# IL1B NFkB pot cell count 2 µM: second read-out of IL1B NFkB pot, no call of its own (marks repeat the call); cell count; measured here: cells passing quality filter
# * = called active by the depositor; ? = inconclusive; / = no result given.
SMILES,IL1B NFkB pot,IL1B NFkB pot cell count 2 µM,PLAP inhibitors HTS,MRP reversal,MRP reversal cytotoxicity,MRP reversal with doxorubicin,Bcl-B TR3 displacers,NFkB transloc inh,NFkB transloc inh cell count 2 µM
CCS(=O)(=O)N1CCC(C(=O)NCCCOC)CC1,36,124,-13%,-9,100,109,8%,-36,124
O=C(NC1CCCCC1)N(Cc1cc2cc3c(cc2[nH]c1=O)OCCO3)C1CCCCC1,0,124,-70%,-39,36,74,6%,0,124
COc1ccc(CCNc2nc(N3CCOCC3)nc(N3CCOCC3)n2)cc1OC,1,114,-22%,-2,79,81,-4%,-1,114
CCOC(=O)c1ccccc1NC(=O)CSc1nnc(Cc2cccn2C)n1-c1ccc(C)cc1,/,/,9%,8,85,77,-12%,/,/
CC(C)NC(=O)c1ccccc1S(=O)c1ccccc1C#N (configuration not stated),5,202,3%,/,/,/,9%,-5,202
CCN(CC)S(=O)(=O)c1cccc(-c2nnc(SCc3nc4ccccc4s3)o2)c1,-13,112,-79%,-30,35,65,-46%,13,112
Cc1ccc(C)c(NC(=O)C2Cc3ccccc3CN2C(=O)OCc2ccccc2)c1 (configuration not stated),2,146,-58%,/,/,/,-4%,-2,146
CC(CC1C(C#N)=C(N)OC2=C1C(=O)CCC2)c1ccccc1 (configuration not stated),2,150,-32%,8,89,81,-1%,-2,150
Cc1cc(C(=O)NN=C2C3CC4CC(C3)CC2C4)c2ccccc2n1,-2,134,-7%,/,/,/,2%,2,134
CCCCNC(=O)c1ccc2c(c1)N(CC)C(=O)CS2,25,119,5%,8,89,80,-10%,-25,119
CCOc1ccc(C(=O)N2CCCC2C(=O)O)cc1 (configuration not stated),-6,77,-14%,18,101,83,-10%,6,77
COCCCN1Cc2cccc(C(=O)O)c2C1=O,-5,135,-10%,2,96,94,4%,5,135
COc1ccccc1OCC(=O)NCCNC(=O)COc1ccccc1OC,3,119,-24%,0,98,98,-14%,-3,119
Cc1cc(=O)oc(C)c1C(=O)NCCC(C)C,28,67,-10%,11,91,80,-2%,-28,67
CCC(C)(C)n1nnnc1C(c1ccncc1)N1CCC(Cc2ccccc2)CC1 (configuration not stated),?,/,-75%,7,87,80,-1%,-44,146
COCCn1nnnc1C(c1ccc(O)c(OC)c1)N1CCc2ccccc2C1 (configuration not stated),/,/,7%,-8,84,92,0%,/,/
CO/N=C/C(=N\Nc1ccc(C)cc1)C(=O)c1ccc(OC)cc1,-3,120,23%,-41,22,63,-12%,3,120
Cc1ccc2cccc(NC(=S)NC(=O)c3ccccc3)c2n1,7,115,2%,/,/,/,-3%,-7,115
Cc1cccc(NC(=O)C23CCC(C)(C2Br)C3(C)C)c1 (configuration not stated),-4,153,17%,/,/,/,-2%,4,153
CCN(CC)CCNC(=O)c1c(C)n(-c2ccccc2)c2cc(Br)c(OC)cc12,7,169,-40%,4,25,21,1%,-7,169
O=C(Nc1cccc(F)c1)NC1CC2CCCC(C1)N2C1CC1 (configuration not stated),6,135,1%,-4,93,97,-7%,-6,135
Cc1cc2n(c1)CCn1c(C)ccc1-2,-9,105,-73%,11,102,90,39%,9,105
CCC(C(=O)Nc1cc(C)nn1-c1nc(C)cc(C)n1)c1ccccc1 (configuration not stated),34,103,-46%,-24,74,98,10%,-34,103
COc1ccc(C(C(=O)NC2CCCC2)N(C(=O)c2snc(-c3ccc(F)cc3)c2N)c2ccccc2)cc1 (configuration not stated),3,135,10%,/,/,/,0%,-3,135
Cc1cccc(C2CC(c3ccccc3)Nc3ncnn32)c1 (configuration not stated),-5,163,-8%,-2,81,83,6%,5,163
O=C(Cn1nnc(-c2ccccc2NC(=O)C2CC2)n1)NC1CCCCC1,-6,112,-13%,3,83,79,5%,6,112
CC(=O)C1C(c2cccc(Oc3ccccc3)c2)NC(=O)NC1(O)C(F)(F)F (configuration not stated),31,201,-6%,12,106,94,-1%,-31,201
Cc1cccc(C)c1NC(=O)Cn1nc(-c2ccccc2)nc1-c1ccccc1,/,/,-37%,/,/,/,4%,/,/
Cc1nnc(SCC(=O)Nc2ccc(Cl)cn2)[nH]c1=O,-3,168,/,-3,102,104,/,3,168
Cc1nc(C(C)(C)O)n(-c2ccccc2)n1,1,158,4%,-2,96,98,7%,-1,158
CCCCN(C)CCCNC(=O)Cn1c(=O)sc2ccccc21,/,/,14%,8,92,84,0%,/,/
O=C(c1cccn2c(=O)c3ccc(Cl)cc3nc12)N1CCN(Cc2ccc3c(c2)OCO3)CC1,36,122,-42%,-15,98,113,0%,-36,122
CCOC(=O)c1cc2sc(C)cc2n1CC(=O)N1CCOCC1,-7,197,-33%,2,102,100,-4%,7,197
CCOC(=O)/C=C/C(=O)OCC(=O)Nc1ccc(Cl)cn1,5,167,-18%,-6,81,87,-1%,-5,167
Nc1cccc2c1C(=O)N(C(=O)c1cccc(S(=O)(=O)N3CCCC3)c1)C2=O,24,161,4%,/,/,/,18%,-24,161
CCc1ccc(NC(=O)c2cnc3scc(C)n3c2=O)cc1,/,/,-31%,1,79,77,-8%,/,/
Cc1nc(N)sc1-c1nnc(SCC(=O)Nc2ccccc2C(F)(F)F)n1C,-3,158,11%,-11,90,101,10%,2,158
COc1cccc(-n2nnnc2SCC(=O)Nc2cccc(C)n2)c1,24,167,30%,-29,47,76,-5%,-24,167
O=C(O)CSCC(=O)Nc1ccc(C(=O)O)cc1,0,233,-25%,5,95,90,-8%,0,233
CC(/C=C/c1ccco1)=N\NC(=O)c1cccnc1,/,/,-84%,6,84,78,-1%,/,/
CCC1CCCCN1C(=O)C1CC(c2cc(Cl)c(OC)cc2OC)=NO1 (configuration not stated),-13,99,-38%,6,89,83,-2%,14,99
COc1ccc(OC)c(S(=O)(=O)N(C)CC(=O)O)c1,/,/,-14%,-5,94,99,-1%,/,/
CC(C)(C)c1ccc(C(=O)c2c[nH]c(C(=O)NCCCN3CCOCC3)c2)cc1,/,/,-55%,/,/,/,0%,/,/
Cc1ccccc1Cn1ccc(NC(=O)CCSc2nc(-c3ccco3)cc(C(F)(F)F)n2)n1,15,113,14%,11,91,80,-11%,-15,113
NC(=O)C1CCN(C(=O)CSc2ccccn2)CC1,-2,161,11%,12,106,93,-10%,2,161
CC(NC(=O)c1ccc(N(C)C)cc1)C1CC2CCC1C2 (configuration not stated),3,131,5%,/,/,/,6%,-3,131
Cc1cc(=O)[nH]c(=S)n1-c1ccccc1,-13,76,15%,-9,92,101,-4%,13,76
CCOc1ccccc1NC(=O)c1cccc2c1C(=O)N(CCOC)C2,9,210,-55%,-12,70,82,12%,-9,210
COC(=O)C(NC(=O)c1ccccc1)(Nc1nc(C)cs1)C(F)(F)F (configuration not stated),8,117,9%,21,112,91,-4%,-8,117
C=CCNc1nc(-c2sc(NC(C)=O)nc2C)cs1,-1,64,10%,-11,52,63,5%,1,64
COCCn1c(SCc2nc3ccccc3c(=O)[nH]2)nnc1-c1ccncc1,-2,133,-21%,4,85,81,0%,2,133
CC12CNCC(C)(CN(C(c3ccccc3)c3ccccc3)C1)C2,-2,97,/,-17,51,68,/,2,97
COc1ccc(C(=O)Sc2ccc(C)cc2)cc1OC,0,58,4%,/,/,/,8%,0,58
CCCCC(=O)Nc1cc(C)c2c(=O)oc3ccccc3c2n1,-1,119,0%,/,/,/,2%,1,119
CC1(C)CC(=O)C(C=NC(CCC(N)=O)C(=O)O)=C(O)C1 (configuration not stated),27,97,-22%,5,94,89,-1%,-27,97
CCOC(=O)C1C(=O)NC(SCC(N)=O)=C(C#N)C1c1ccccc1OCC (configuration not stated),/,/,-45%,11,86,76,-120%,/,/
CN1/C(=C\C=C2\N=C(c3ccc(F)cc3)OC2=O)C(C)(C)c2ccccc21,-1,81,36µM*,-13,96,110,-171%,1,81
Cc1ccc(NCc2nnc(SCC(=O)NCc3ccco3)n2CC2CCCO2)c(C)c1 (configuration not stated),-7,137,-18%,2,90,87,-7%,7,137
O=C(c1ccc(OCC2CCCO2)cc1)N1CCN(c2ccccc2)CC1 (configuration not stated),-1,107,-76%,6,96,91,-18%,2,107
C=CCn1c(SCC(=O)NC2CCCCC2)nnc1-c1sc(N)nc1C,-8,105,7%,10,107,97,-5%,8,105

# Record cards (already shown).
# `CCC(C)(C)n1nnnc1C(c1ccncc1)N1CCC(Cc2ccccc2)CC1` (configuration not stated) reads IL1B NFkB pot = ?; IL1B NFkB pot cell count 2 µM = /; PLAP inhibitors HTS = -75%; MRP reversal = 7; MRP reversal cytotoxicity = 87; MRP reversal with doxorubicin = 80; Bcl-B TR3 displacers = -1%; NFkB transloc inh = -44; NFkB transloc inh cell count 2 µM = 146
# `Cc1cc(=O)[nH]c(=S)n1-c1ccccc1` reads IL1B NFkB pot = -13; IL1B NFkB pot cell count 2 µM = 76; PLAP inhibitors HTS = 15%; MRP reversal = -9; MRP reversal cytotoxicity = 92; MRP reversal with doxorubicin = 101; Bcl-B TR3 displacers = -4%; NFkB transloc inh = 13; NFkB transloc inh cell count 2 µM = 76

# (further entries)
SMILES,IL1B NFkB pot,IL1B NFkB pot cell count 2 µM,PLAP inhibitors HTS,MRP reversal,MRP reversal cytotoxicity,MRP reversal with doxorubicin,Bcl-B TR3 displacers,NFkB transloc inh,NFkB transloc inh cell count 2 µM
O=C(Nc1ccc(-c2nc3ccccc3o2)c(O)c1)c1cc(-n2cnnc2)ccc1Cl,25,135,15%,-21,21,42,-10%,-26,135
COc1cc(-c2nc(-c3ccc(C)nc3OC)no2)cc(OC)c1OC,/,/,3%,-4,68,72,-4%,/,/
N#CC1=C(N)Oc2cc(N)ccc2C1C1CCCCC1 (configuration not stated),-5,91,1%,-13,24,36,-6%,5,91
O=C(Cn1c(=O)n(Cc2ccco2)c(=O)c2cc(Cl)ccc21)NCC1CCCO1 (configuration not stated),6,144,3%,11,91,80,2%,-6,144

# In the list so far, these have an aryl thioether with sulfur outside any ring:
SMILES,IL1B NFkB pot,IL1B NFkB pot cell count 2 µM,PLAP inhibitors HTS,MRP reversal,MRP reversal cytotoxicity,MRP reversal with doxorubicin,Bcl-B TR3 displacers,NFkB transloc inh,NFkB transloc inh cell count 2 µM
CCOC(=O)c1ccccc1NC(=O)CSc1nnc(Cc2cccn2C)n1-c1ccc(C)cc1,/,/,9%,8,85,77,-12%,/,/
CCN(CC)S(=O)(=O)c1cccc(-c2nnc(SCc3nc4ccccc4s3)o2)c1,-13,112,-79%,-30,35,65,-46%,13,112
Cc1nnc(SCC(=O)Nc2ccc(Cl)cn2)[nH]c1=O,-3,168,/,-3,102,104,/,3,168
Cc1nc(N)sc1-c1nnc(SCC(=O)Nc2ccccc2C(F)(F)F)n1C,-3,158,11%,-11,90,101,10%,2,158
COc1cccc(-n2nnnc2SCC(=O)Nc2cccc(C)n2)c1,24,167,30%,-29,47,76,-5%,-24,167
Cc1ccccc1Cn1ccc(NC(=O)CCSc2nc(-c3ccco3)cc(C(F)(F)F)n2)n1,15,113,14%,11,91,80,-11%,-15,113
NC(=O)C1CCN(C(=O)CSc2ccccn2)CC1,-2,161,11%,12,106,93,-10%,2,161
COCCn1c(SCc2nc3ccccc3c(=O)[nH]2)nnc1-c1ccncc1,-2,133,-21%,4,85,81,0%,2,133
Cc1ccc(NCc2nnc(SCC(=O)NCc3ccco3)n2CC2CCCO2)c(C)c1 (configuration not stated),-7,137,-18%,2,90,87,-7%,7,137
C=CCn1c(SCC(=O)NC2CCCCC2)nnc1-c1sc(N)nc1C,-8,105,7%,10,107,97,-5%,8,105

# Some of the compounds tested; the hit share may differ from the screen's.
